RmlCD inh 1536: blocks M. tuberculosis RmlC and RmlD coupled enzymes | P9WH09+P9WH11 | RmlC+RmlD coupled enzyme assay, percent inhibition; primary screen in compound mixtures | inhibition, % at 3.6 µM | 160,000 compounds, 0.03% hits | AID 1533; in the data active means inhibition mostly above about 34%, no sharp cut-off; inconclusive means no clear call, values can overlap the other calls; inactive means mostly below about 22%; further: some results filed as inactive read as strong as hits
Target sequence (P9WH09 whole entry, looked up): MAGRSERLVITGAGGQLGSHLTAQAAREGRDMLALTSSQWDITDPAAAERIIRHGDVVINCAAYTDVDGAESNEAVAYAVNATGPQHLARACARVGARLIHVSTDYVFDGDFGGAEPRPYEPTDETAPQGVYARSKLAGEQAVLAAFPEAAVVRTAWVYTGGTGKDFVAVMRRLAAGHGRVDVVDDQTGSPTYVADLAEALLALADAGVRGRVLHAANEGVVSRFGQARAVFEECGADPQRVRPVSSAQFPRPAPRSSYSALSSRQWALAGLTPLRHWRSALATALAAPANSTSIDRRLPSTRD
Target sequence (P9WH11 whole entry, looked up): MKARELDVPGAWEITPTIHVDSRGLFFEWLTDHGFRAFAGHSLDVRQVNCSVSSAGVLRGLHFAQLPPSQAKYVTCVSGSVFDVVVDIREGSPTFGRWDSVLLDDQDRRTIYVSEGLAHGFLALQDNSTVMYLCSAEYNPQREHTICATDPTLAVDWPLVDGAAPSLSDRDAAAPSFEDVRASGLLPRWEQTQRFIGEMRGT
M. tuberculosis GlmU: inhibition of mycobacterial GlmU enzyme – biochemical, glucosamine-1-phosphate acetyltransferase (AID 1376) | M. tuberculosis GlmU acetyltransferase enzyme assay; higher % means a stronger effect | inhibition, %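 (tested at 30 µM in the primary screen)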; hits with a dose series show IC50 in µM | 220,000 compounds, 0.25% hits; in the data active means inhibition above about 13%; inconclusive means no clear call, values can overlap the other calls;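 further: 0% = complete reaction with vehicle and 100% = reaction without substrate; strong numbers were not always called active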
Active calls of the source: *. Only part of the results is shown (hit frequency here may not be typical).

For COc1ccc(/C=C(/NC(=O)c2cccs2)C(=O)NCc2ccco2)cc1OC the results were RmlCD inh 1536 -9 and M. tuberculosis GlmU 1.7%.
`O=C(NC1CCCCC1)N1CCN(Cc2ccco2)CC1` gave M. tuberculosis GlmU 3.6%.
For O=S(=O)(/N=C(\c1ccccc1F)N1CCCCC1)c1ccccc1 the results were RmlCD inh 1536 5 and M. tuberculosis GlmU -0.1%.
`C=C(C)COc1ccc(-c2ncncc2Oc2ccc(OC)cc2)c(O)c1` gave RmlCD inh 1536 55 and M. tuberculosis GlmU 2.4%.
For CN1CCN2c3ncccc3Cc3ccccc3C2C1 (configuration not stated) the results were M. tuberculosis GlmU 2.5%.
Screening O=C1CCC(N2C(=O)c3ccccc3C2=O)C(=O)N1 (configuration not stated) returned RmlCD inh 1536 31 and M. tuberculosis GlmU 1.2%.
`O=C(CCl)Nc1ccc2c(c1)OCO2` gave RmlCD inh 1536 -3 and M. tuberculosis GlmU -4.7%.
Screening Cc1[nH]c(=O)[nH]c(=O)c1Cc1cccc2ccccc12 returned RmlCD inh 1536 -10 and M. tuberculosis GlmU -2.3%.
For Cc1ccc(N2C(N)=C(C#N)C(c3cccs3)C3=C2CC(C)(C)CC3=O)cc1 (configuration not stated) the results were RmlCD inh 1536 -11 and M. tuberculosis GlmU 3.6%.
For COCC(C)NC(C(=O)Nc1ccc(C)c(Cl)c1)c1ccccc1 (configuration not stated) the results were M. tuberculosis GlmU 1.9%.
`CC(=O)NCC(=O)NC1(C(=O)NC2CCCC2)CCCCC1` gave RmlCD inh 1536 3 and M. tuberculosis GlmU -1.9%.
`Nc1ncnc(NCc2ccc(F)cc2)c1[N+](=O)[O-]` gave M. tuberculosis GlmU 1.1%.
For CCc1cccc(CC)c1NC(=O)COC(=O)/C(C#N)=C/c1ccc(OC)cc1 the results were RmlCD inh 1536 -5 and M. tuberculosis GlmU -0.4%.
Screening CC(C)CCNC(=O)c1onc(CSc2ccccc2)c1C(=O)NCCC(C)C returned M. tuberculosis GlmU 5.8%.
For CCOC(=O)c1cnc(-n2nc(C)cc2C)nc1N(C)C the results were RmlCD inh 1536 -6 and M. tuberculosis GlmU 0.1%.
CCSc1nnc2c(n1)OC1(CCCC1)Nc1ccccc1-2 was read as RmlCD inh 1536 7 and M. tuberculosis GlmU -5.6%.
For Cc1noc(C)c1S(=O)(=O)NCCc1ccc(S(N)(=O)=O)cc1 the results were RmlCD inh 1536 9 and M. tuberculosis GlmU 0.1%.
CC(C)NC(=O)c1ccc(COCC(F)(F)F)cc1 was read as M. tuberculosis GlmU 1.1%.
Screening CCN(C(=O)c1cnc(N2CCN(c3ncccn3)CC2)c2ccccc12)c1cccc(Cl)c1 returned M. tuberculosis GlmU -2.7%.
For O=C1CC(Sc2ncccn2)C(=O)N1c1ccccc1C(F)(F)F (configuration not stated) the results were RmlCD inh 1536 3 and M. tuberculosis GlmU 0.0%.
For COc1ccccc1N1CCN(C(c2cc3ccc(C)cc3[nH]c2=O)c2nnnn2C2CCCC2)CC1 (configuration not stated) the results were M. tuberculosis GlmU 6.0%.
For CCc1ccccc1NC(=O)CCC(=O)OCC(=O)c1ccc(-c2ccccc2)cc1 the results were RmlCD inh 1536 8 and M. tuberculosis GlmU -2.9%.
For O=[N+]([O-])c1cc(S(=O)(=O)Nc2ccc(Cl)cc2)ccc1N/N=C/c1ccncc1 the results were RmlCD inh 1536 7 and M. tuberculosis GlmU 0.4%.
For Cc1ccc(-c2nnc(-c3ccc(Br)cc3)o2)o1 the results were RmlCD inh 1536 90 and M. tuberculosis GlmU 10%.
Screening CN1CCN(c2ccc(NC(=O)c3ccc(C#N)cc3F)cc2Cl)CC1 returned M. tuberculosis GlmU 0.2%.
For CCCCOC(=O)CCn1[nH]c(=O)c2ccccc2c1=O the results were M. tuberculosis GlmU 5.0%.
For CCCC(=O)c1cc2c(cc1NC(=O)CC)OCCO2 the results were RmlCD inh 1536 4 and M. tuberculosis GlmU -2.4%.
`COC(=O)c1cc(OC)c(OC)cc1NC(=O)c1ccc(C)cc1` gave M. tuberculosis GlmU 2.2%.
Screening COc1ccc(C2C(C#N)=C(SC)NC3=C2C(=O)CC(C)(C)C3)cc1 (configuration not stated) returned RmlCD inh 1536 -6.
Screening CCOc1ccccc1C1CC(=O)NC(SCC(=O)Nc2nccs2)=C1C#N (configuration not stated) returned M. tuberculosis GlmU -5.8%.

An excerpt from above in order of SMILES length, high to low:
Screening CCN(C(=O)c1cnc(N2CCN(c3ncccn3)CC2)c2ccccc12)c1cccc(Cl)c1 returned M. tuberculosis GlmU -2.7%.
`C=C(C)COc1ccc(-c2ncncc2Oc2ccc(OC)cc2)c(O)c1` gave RmlCD inh 1536 55 and M. tuberculosis GlmU 2.4%.
CCSc1nnc2c(n1)OC1(CCCC1)Nc1ccccc1-2 was read as RmlCD inh 1536 7 and M. tuberculosis GlmU -5.6%.

(continued)
`Cc1nc2sc(C(c3ccc(Br)cc3)N3CC(C)OC(C)C3)c(O)n2n1` (configuration not stated) gave RmlCD inh 1536 -26 and M. tuberculosis GlmU 0.8%.
`CCSc1nnc(NC(=O)CSc2nnc(-c3c[nH]c4ccccc34)n2CC)s1` gave RmlCD inh 1536 7 and M. tuberculosis GlmU 6.0%.
`NS(=O)(=O)c1ccc(CNC(=S)NC2CCCC2)cc1` gave RmlCD inh 1536 -10 and M. tuberculosis GlmU 1.7%.
Cc1ccc(NC2=CC(=O)CC(C)(C)C2)cc1C was read as RmlCD inh 1536 inconclusive and M. tuberculosis GlmU -3.1%.
COc1ccc(Cl)cc1NC(=O)CSc1nc(C)cc(C)n1 was read as RmlCD inh 1536 -3 and M. tuberculosis GlmU 2.9%.
Screening O=C(COC(=O)Cc1ccccc1[N+](=O)[O-])NC1CCCC1 returned RmlCD inh 1536 -11 and M. tuberculosis GlmU -0.1%.
Screening CC(=O)N(C)c1ccc(NC(=O)COc2ccc(Br)cc2C)cc1 returned RmlCD inh 1536 1 and M. tuberculosis GlmU -3.2%.
`COc1ccc(C2C(C#N)=C(/N=C/N3CCN(C)CC3)OC3=C2C(=O)CC(C)(C)C3)cc1` (configuration not stated) gave M. tuberculosis GlmU 6.0%.
For CC12CCC(C(=O)NNc3ccc([N+](=O)[O-])cc3)(OC1=O)C2(C)C (configuration not stated) the results were RmlCD inh 1536 -9 and M. tuberculosis GlmU -6.1%.
`COc1cc(C(CC(=O)O)n2cnnn2)ccc1OC(C)C` (configuration not stated) gave RmlCD inh 1536 18 and M. tuberculosis GlmU -1.3%.
O=C(CSCCO)Nc1ccc(C23CC4CC(CC(C4)C2)C3)cc1 was read as M. tuberculosis GlmU 12%.
Cc1ccsc1C(=O)C1CCCN(Cc2cnn(C(C)C)c2)C1 (configuration not stated) was read as RmlCD inh 1536 8 and M. tuberculosis GlmU -7.3%.
COc1ccc(Cn2c(C)nc3oc4cc(OC)ccc4c(=O)c3c2=O)cc1 was read as RmlCD inh 1536 -2 and M. tuberculosis GlmU 6.2%.
Screening CCOc1cccc(=O)c2c(C)n(Cc3ccccc3)c(C)c12 returned RmlCD inh 1536 9 and M. tuberculosis GlmU -8.6%.
Screening c1csc(-c2nc(-c3ccncc3)no2)c1 returned RmlCD inh 1536 1 and M. tuberculosis GlmU -1.9%.
For S=c1[nH]nc(-c2ccccc2)c2ccccc12 the results were M. tuberculosis GlmU -2.4%.
For CCc1nnc(SCC(=O)Nc2ccc3c(c2)OCO3)o1 the results were M. tuberculosis GlmU -0.2%.
For Cc1ccc(C(C(=O)Nc2ccc3c(c2)OCO3)N(C)C(=O)/C=C\c2ccc3c(c2)OCO3)cc1 (configuration not stated) the results were RmlCD inh 1536 -3 and M. tuberculosis GlmU 6.5%.
For CCn1c(Nc2ccccc2Cl)nc2ccccc21 the results were RmlCD inh 1536 3 and M. tuberculosis GlmU -0.8%.
Screening CC(C)(O)C#Cc1ccc(CN2CCN(Cc3ccccc3)C(CCO)C2)s1 (configuration not stated) returned RmlCD inh 1536 -4 and M. tuberculosis GlmU 3.3%.
O=C(N/N=C/c1ccc(-c2cccc([N+](=O)[O-])c2)o1)c1ccc([N+](=O)[O-])cc1 was read as RmlCD inh 1536 -5 and M. tuberculosis GlmU -5.3%.
O=C(COC(=O)c1ccc(Br)o1)NCC1CCCO1 (configuration not stated) was read as RmlCD inh 1536 -6 and M. tuberculosis GlmU -8.1%.
`Cc1cccc(OCc2nnc(SCC(=O)OC3CCCCC3)o2)c1` gave RmlCD inh 1536 2 and M. tuberculosis GlmU 3.3%.
`COCCN1C(=O)N[C@@H](c2ccccc2)[C@@H](C(=O)OC)[C@H]1C` gave M. tuberculosis GlmU 2.7%.
`O=C(NC1CC1)c1ccc(S(=O)(=O)NC2CCCCCC2)cc1` gave RmlCD inh 1536 -19 and M. tuberculosis GlmU -1.2%.
Screening O=C(c1ccc2c(c1)OCO2)N1CCC(Cc2ccccc2)CC1 returned RmlCD inh 1536 4 and M. tuberculosis GlmU -4.7%.
Screening Cc1nc(N2CCC(C(N)=O)CC2)c2nnn(Cc3ccccc3)c2n1 returned RmlCD inh 1536 5 and M. tuberculosis GlmU -2.2%.
O=C(NC(Cc1ccccc1)C(=O)O)c1ccc(S(=O)(=O)N2CCCCC2)cc1 (configuration not stated) was read as M. tuberculosis GlmU 5.0%.
`Cc1onc(-c2c(Cl)cccc2Cl)c1C(=O)N1C=CC(C(F)(F)F)=NCC1` gave M. tuberculosis GlmU -0.3%.
Screening O=C1NN(c2ccccc2)C(=O)/C1=C\c1ccccc1OCC(=O)N1CCOCC1 returned M. tuberculosis GlmU -0.6%.
Oc1ccc(N2CCN(C(c3ccccn3)c3nnnn3C3CCCC3)CC2)cc1 (configuration not stated) was read as M. tuberculosis GlmU -3.4%.
CCCOC(=O)c1ccc(Oc2c(-c3ccc(O)cc3O)n[nH]c2C)cc1 was read as M. tuberculosis GlmU 7.0%.
`COc1ccc(COCC(O)CN2CCC(C(N)=O)CC2)cc1` (configuration not stated) gave RmlCD inh 1536 -8 and M. tuberculosis GlmU 2.2%.
`O=[N+]([O-])c1ccc(CN2CCOCCOCCOCC2)cc1` gave M. tuberculosis GlmU -0.1%.
Screening CCN1CCN(Cc2ccc(NC(=O)c3ccc(C)c(NC(=O)c4ccnnc4)c3)cc2C(F)(F)F)CC1 returned M. tuberculosis GlmU 0.4%.
For Cc1ccc2nc(NC(=O)CSCc3ccccc3)sc2c1 the results were M. tuberculosis GlmU -4.2%.
`CC(=O)c1ccc(Sc2ccccc2N)c([N+](=O)[O-])c1` gave RmlCD inh 1536 -4 and M. tuberculosis GlmU 2.3%.
For OC(CN1CCc2ccccc2C1)c1ccccc1 (configuration not stated) the results were RmlCD inh 1536 13 and M. tuberculosis GlmU 1.3%.
COc1cc(/C=C2\SC(=Nc3cccnc3)NC2=O)cc(OC)c1OC was read as RmlCD inh 1536 40 and M. tuberculosis GlmU 9.6%.
c1cncc(-c2nn[nH]n2)c1 was read as M. tuberculosis GlmU -3.7%.
Screening CN1CCN(S(=O)(=O)c2cccc(S(=O)(=O)c3ccc(Cl)cc3)c2)CC1 returned M. tuberculosis GlmU 0.6%.
`CCCCCc1ccc(S(=O)(=O)Nc2cc(C)ccn2)cc1` gave RmlCD inh 1536 66 and M. tuberculosis GlmU 0.5%.
`CC(C)Cc1nc(N2CCN(C(=O)c3ccco3)CC2)c(C#N)c2c1CCC2` gave RmlCD inh 1536 1 and M. tuberculosis GlmU -0.3%.
Screening O=C(Cn1c(COc2ccccc2)nc2ccccc21)Nc1cccc(Cl)c1 returned RmlCD inh 1536 2 and M. tuberculosis GlmU -4.2%.
Screening CCOc1ccc(CNCc2ccccc2Cl)cc1 returned RmlCD inh 1536 21 and M. tuberculosis GlmU 0.2%.

Already shown: 4 of the compounds above.
For Cc1ccc2nc(NC(=O)CSCc3ccccc3)sc2c1 the results were M. tuberculosis GlmU -4.2%.
`CC(=O)c1ccc(Sc2ccccc2N)c([N+](=O)[O-])c1` gave RmlCD inh 1536 -4 and M. tuberculosis GlmU 2.3%.
For OC(CN1CCc2ccccc2C1)c1ccccc1 (configuration not stated) the results were RmlCD inh 1536 13 and M. tuberculosis GlmU 1.3%.
COc1cc(/C=C2\SC(=Nc3cccnc3)NC2=O)cc(OC)c1OC was read as RmlCD inh 1536 40 and M. tuberculosis GlmU 9.6%.

More entries follow.
`Cc1oc(C(C)(C)C)cc1C(=O)N1CCN(c2ncccc2C(F)(F)F)CC1` gave RmlCD inh 1536 -6 and M. tuberculosis GlmU 2.7%.
COc1ccc(C2C([N+](=O)[O-])=C(N)Oc3c2c(=O)oc2ccccc32)cc1 (configuration not stated) was read as RmlCD inh 1536 3 and M. tuberculosis GlmU 1.2%.
For N#Cc1cc2c(=O)n3ccccc3nc2n(Cc2ccco2)c1=NC(=O)c1ccco1 the results were RmlCD inh 1536 3 and M. tuberculosis GlmU -1.7%.
Screening Cc1sc2nc(CN3CCOCC3)[nH]c(=S)c2c1C returned RmlCD inh 1536 -4 and M. tuberculosis GlmU 7.6%.
Screening CC(=O)N/C(=C\c1ccc(F)cc1)C(=O)N(C)C returned RmlCD inh 1536 1 and M. tuberculosis GlmU 4.9%.
C=CCN(CC=C)S(=O)(=O)c1ccc(NC(=S)NC(=O)c2ccc(-c3ccccc3)cc2)cc1 was read as RmlCD inh 1536 44 and M. tuberculosis GlmU 0.1%.
Cc1c(C(=O)O)sc2nc3n(c(=O)c12)CCC(C)CC3 (configuration not stated) was read as M. tuberculosis GlmU 1.9%.
For O=c1oc2ccccc2cc1-c1nc2c(s1)CCc1ccccc1-2 the results were RmlCD inh 1536 0 and M. tuberculosis GlmU 3.3%.
For CCC1=Nc2cc(C(=O)O)ccc2Sc2ccccc21 the results were M. tuberculosis GlmU -0.8%.
O=C(Cc1ccc(F)cc1)Nc1ccccc1Sc1ccccc1 was read as M. tuberculosis GlmU -4.1%.
Screening CCOc1ccccc1N(CC(=O)NCc1ccc(OC)cc1)S(C)(=O)=O returned RmlCD inh 1536 5 and M. tuberculosis GlmU -3.8%.
`O=C(Nc1cccc(F)c1)N1C2CCC1CC(O)(c1cccnc1)C2` (configuration not stated) gave RmlCD inh 1536 5 and M. tuberculosis GlmU -0.7%.
